Anthrax LF prot: blocks Bacillus anthracis lethal factor protease; P15917; multiplex microsphere protease cleavage assay, LF; inhibition, % at 10 µM; actives 0.12% (n = 360,000); AID 588501; note: plate controls were buffer without enzyme for full effect and enzyme alone for no effect
Target sequence (P15917 whole entry, looked up): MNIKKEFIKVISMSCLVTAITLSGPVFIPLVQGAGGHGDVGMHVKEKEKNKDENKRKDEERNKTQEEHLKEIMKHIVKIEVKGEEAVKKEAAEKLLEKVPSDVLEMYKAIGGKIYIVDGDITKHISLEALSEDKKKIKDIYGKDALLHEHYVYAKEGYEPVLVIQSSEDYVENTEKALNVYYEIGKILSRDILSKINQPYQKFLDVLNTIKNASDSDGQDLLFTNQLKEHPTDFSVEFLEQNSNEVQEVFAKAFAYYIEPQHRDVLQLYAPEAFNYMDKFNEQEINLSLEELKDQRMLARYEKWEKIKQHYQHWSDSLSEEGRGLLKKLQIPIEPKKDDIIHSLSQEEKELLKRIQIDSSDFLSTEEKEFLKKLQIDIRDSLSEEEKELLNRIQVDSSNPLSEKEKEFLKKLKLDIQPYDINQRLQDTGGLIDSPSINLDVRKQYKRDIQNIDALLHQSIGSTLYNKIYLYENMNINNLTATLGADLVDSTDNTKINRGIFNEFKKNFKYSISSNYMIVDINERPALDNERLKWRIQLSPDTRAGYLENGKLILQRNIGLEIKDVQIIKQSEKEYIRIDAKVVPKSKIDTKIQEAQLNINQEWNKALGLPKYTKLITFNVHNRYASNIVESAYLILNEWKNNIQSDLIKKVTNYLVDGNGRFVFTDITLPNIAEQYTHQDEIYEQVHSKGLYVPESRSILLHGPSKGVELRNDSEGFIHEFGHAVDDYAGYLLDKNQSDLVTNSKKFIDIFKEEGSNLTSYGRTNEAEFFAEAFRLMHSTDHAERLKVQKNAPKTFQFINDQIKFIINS
BoNT-F LC inh: blocks Botulinum neurotoxin F light chain protease. AID 588497. Multiplex microsphere protease cleavage assay, flow cytometry. actives 0.22% (n = 360,000). inhibition, % at 10 µM; in the data active = inhibition above about 35%, passing the limit was not always enough; inconclusive = no clear call, values can overlap the other calls; note: plate controls were buffer without enzyme for full effect and enzyme alone for no effect
CCHFV vOTU inh: CCHFV vOTU protease inhibition; Pep-AMC fluorescence; inhibition, % at 11.5 µM; actives 0.55% (n = 370,000); AID 651958; in the data active = inhibition above about 30%; note: 0% = vehicle wells with enzyme and 100% = no enzyme wells
Rv3671c protease: Rv3671c (M. tuberculosis) protease inhibition | actives 0.048% (n = 320,000) | inhibition, % at 5.96 µM | P9WHR9; in the data active = inhibition above about 38%;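 note: extracellular domain of Rv3671c used as enzyme; 0% = enzyme with DMSO and 100% = no enzyme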
SSB-PriA inh: K. pneumoniae PriA-SSBct interaction inhibition. AlphaScreen SSBct-PriA binding, biotinylated peptide. inhibition, % at 33 µM. actives 0.6% (n = 430,000); in the data active = inhibition mostly above about 37%, no sharp cut-off; inactive = mostly below about 20%;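 note: plate controls were negative control peptide for no effect and reference peptide for full effect; strong numbers were not always called active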
SARS 3CLpro inh: SARS-CoV 3CLpro protease inhibition. inhibition, % at 6 µM. AID 1706. P0C6X7. actives 0.14% (n = 290,000). recombinant SARS-CoV 3CLpro, quenched FRET peptide cleavage; in the data active = inhibition above about 12%
BoNT-A LC inh2: BoNT A light chain protease inhibition | actives 0.17% (n = 360,000) | multiplex microsphere protease substrate cleavage, flow cytometry | inhibition, % at 10 µM; note: plate controls were buffer without enzyme for full effect and enzyme alone for no effect
PrPC surface inh: inhibitors of human cell surface prion protein PrPC. P04156. TR-FRET read-out. inhibition, % at 13.8 µM. actives 0.43% (n = 370,000); in the data active = inhibition above about 24%; note: 0% = median of the test wells and 100% = reference compound wells
VHR inh abs: inhibitors of human VHR1 phosphatase (DUSP3). recombinant VHR phosphatase, pNPP absorbance. inhibition, % at 13.3 µM. actives 0.52% (n = 290,000). AID 1654; in the data active = inhibition above about 50%; note: some compounds called inactive have numbers as strong as hits
Target sequence (P51452 whole entry, looked up): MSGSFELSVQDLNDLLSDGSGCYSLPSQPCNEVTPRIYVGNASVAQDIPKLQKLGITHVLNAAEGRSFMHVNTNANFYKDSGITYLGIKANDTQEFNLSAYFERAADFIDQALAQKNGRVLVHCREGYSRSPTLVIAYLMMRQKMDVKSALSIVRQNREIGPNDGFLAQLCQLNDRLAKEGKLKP
MazEF act: MazEF (E. coli) toxin RNase activation | actives 0.32% (n = 350,000) | activation, % at 20 µM | FAM/BHQ RNA-DNA oligo cleavage fluorescence, 5 h | P0AE70 | AID 504720; in the data active = activation above about 50%
Numbers without * were called inactive; u = inconclusive; x = no result given; & = joins results of further samples. Cut-off read from the data, not from the text of the source, unless noted: active = inhibition above about 30%; inconclusive = no clear call, values can overlap the other calls; inactive = below that. Only part of the results is shown. The share of hits here may be higher or lower than overall.

smiles	Anthrax LF prot	BoNT-F LC inh	CCHFV vOTU inh	Rv3671c protease	SSB-PriA inh	SARS 3CLpro inh	BoNT-A LC inh2	PrPC surface inh	VHR inh abs	MazEF act
Cc1ccc2cc(CN(C(=O)c3ccco3)c3cccc(C)c3C)c(=O)[nH]c2c1	-6	-3	19	-5	-19	0	1.4	3	22	1
CC(C)(C)c1ccc(C(=O)NCC(=O)OCCN2C(=O)c3ccccc3C2=O)cc1	u	-235	-2	2	-2	x	-164	8	x	9
COC(=O)[C@@]1(Cc2ccc(F)cc2)[C@H]2c3cc(C(=O)N(C)C)n(CCc4c[nH]c5ccc(O)cc45)c3C[C@H]2CN1C(=O)c1ccccc1	1	-23	0	x	x	x	-1.2	-9	x	x
Cc1ncc(CC(=O)n2cc(C(=O)c3cc(Cl)ccc3O)cn2)s1	-3	u	7	-1	-7	-5	1.1	1	11	1
Cc1cc([N+](=O)[O-])nn1CCCC(=O)Nc1cccnc1Cl	-4	5	4	10	-10	2	0.0	-3	12	2
Cc1nn(C(=O)c2cc([N+](=O)[O-])ccc2Cl)c(C)c1Br	-15	-1	-3	14	20	1	-1.7	-7	-2	2
COc1cccc(-n2c(Cc3cc(=O)[nH]c(=O)[nH]3)nnc2SCC(=O)N2CCC(C)CC2)c1	-10	-25	-5	3	-2	2	-0.2	8	-2	2
CC#CC(=O)N1CCC(CCc2ccccc2)(C(=O)OCC)CC1	-2	0	6	-4	5	4	-0.6	-1	8	5
Cc1c(C(=O)Nc2nccs2)sc2nc(-c3cccs3)cc(C(F)(F)F)c12	37*	11	-4	-17	-4	-2	39*	4	36	-3
Cc1nn(-c2ccccc2)c(C)c1P(=O)(c1ccccc1)N(C)C (configuration not stated)	-7	-6	1	1	-7	-9	-0.7	1	-1	3
O=c1c2ccccc2nc(/C=C/c2ccccc2)n1CCCO	-2	-2	20	-7	3	-5	-1.6	-7	4	6
Cc1cc(NC(=O)CSc2nnc(-c3ccco3)n2C)no1	1	-2	8	-8	-11	x	0.0	-5	x	3
Cc1cc(Cl)c(S(=O)(=O)NCc2cccnc2)cc1OCC(=O)NC1CCCCC1	-2	-2	6	-6	-7	-1	-1.9	1	24	2
CCNC(=O)Nc1ccccc1C(=O)OC	-2	2	-5	-2	-19	2	1.0	-2	31	-5
O=C(CN1CCOCC1)NNC(=S)Nc1ccc(Cl)cc1	0	-1	-1	-7	4	-1	-0.6	1	16	2
NNC(=O)CCN1CCN(Cc2ccccc2)CC1	-5	-10	-7	-2	1	-1	-1.2	-2	-15	-6
Cc1ccc(CN(C(=O)c2c(F)cccc2F)C2CC(C)(C)NC(C)(C)C2)o1	1	-1	-15	6	-4	2	0.2	-8	13	7
Cc1cc(=O)oc(C)c1C(=O)NC1CC(C)(C)NC(C)(C)C1	-5	-14	10	-10	-4	0	-1.3	-3	22	2
Cc1ccc(S(=O)(=O)N2CCC(=O)N(CCOC(=O)Nc3ccc(F)cc3)CC2)cc1	-11	3	-6	0	-18	-3	0.4	7	4	8
CCOC(=O)[C@H]1[C@H]2COc3ccc(Cl)cc3[C@@H]2N2C(=O)CN(Cc3ccccc3)C(=O)[C@@]12C	-1	4	-3	-4	-5	x	0.0	0	x	8
CS(=O)(=O)c1ccccc1-c1nnc(NC(=O)c2ccc(S(=O)(=O)N3CCCC3)cc2)o1	6	12	-2	0	0	x	5.8	1	x	-7
C[C@H]1CN([C@@H](C)CO)C(=O)Cc2cc(NC(=O)CCC(F)(F)F)ccc2O[C@H]1CN(C)S(=O)(=O)c1ccc(Cl)cc1	-8	-34	-4	-1	-8	x	-1.3	9	x	0
Fc1cccc(CNCc2ccc3c(c2)OCO3)c1	x	x	10	3	-7	1	x	-7	14	8
CCOC(=O)C1CCN(C(=O)Cc2ccc(OC)c(OC)c2)CC1	4	-5	0	2	-12	-3	-0.8	2	-9	-4
O=C(Cc1cccs1)Nc1ccc(-c2nnn(CC(=O)N3CCOCC3)n2)cc1	x	x	x	6	6	1	x	x	14	0
COCCn1c(-c2ccc(Cl)cc2)cnc1SCC(=O)NCCc1ccc(OC)c(OC)c1	0	-1	30*	5	16	2	-0.7	3	7	2
CSc1ccc(C(=S)N2CCN(C)CC2)cc1	-2	-3	-1	1	-12	-1	-0.6	-4	-4	0
CCCCn1c(=O)c(C(=O)Nc2cccc(C)c2)c(O)c2ccccc21	-15	-30	-5	0	-25	-1	-6.0	1	14	4
CCOC(=O)COc1c(C=O)cc(Br)cc1OC	-3	0	-5	-6	-15	4	-1.4	4	25	4
CCc1cc(-c2n[nH]c(=S)n2N)n(C)n1	x	x	4	3	1	1	x	-2	-4	-17
COc1ccc(/C(C)=N/NC(=O)CNC(=O)c2cccnc2)cc1OC	19	-17	0	1	x	-5	2.1	5	10	-15
CC(=O)C1=C(O)CCCC1=NCc1nc2ccccc2[nH]1	-2	0	3	2	8	3	0.3	3	1	-4
CCc1ccc(-n2c(=S)sc3c(=O)n(-c4ccccc4C)c(SCC(=O)O)nc32)cc1	-6	-15	3	8	1	9	-1.3	-7	5	-9
O=C(CC(c1ccc(F)cc1)c1ccco1)Nc1nccs1 (configuration not stated)	6	-7	13	7	7	0	-0.2	6	18	9
CC(C)(NC(=O)c1cc(Cl)c2ccccc2c1O)C(=O)O	3	1	-45	0	-9	5	1.6	10	16	0
C[C@@H](NCCCn1ccc(NC(=O)OCc2ccccc2)nc1=O)c1cccc2ccccc12	-2	-5	-5	x	-1	x	-0.5	-8	x	8

One compound at a time, as listed above.
Shown for CCOC(=O)COc1c(C=O)cc(Br)cc1OC = Anthrax LF prot: -3; BoNT-F LC inh: 0; CCHFV vOTU inh: -5; Rv3671c protease: -6; SSB-PriA inh: -15; SARS 3CLpro inh: 4; BoNT-A LC inh2: -1.4; PrPC surface inh: 4; VHR inh abs: 25; MazEF act: 4
Shown for CCCCn1c(=O)c(C(=O)Nc2cccc(C)c2)c(O)c2ccccc21 = Anthrax LF prot: -15; BoNT-F LC inh: -30; CCHFV vOTU inh: -5; Rv3671c protease: 0; SSB-PriA inh: -25; SARS 3CLpro inh: -1; BoNT-A LC inh2: -6.0; PrPC surface inh: 1; VHR inh abs: 14; MazEF act: 4

Next part:
smiles	Anthrax LF prot	BoNT-F LC inh	CCHFV vOTU inh	Rv3671c protease	SSB-PriA inh	SARS 3CLpro inh	BoNT-A LC inh2	PrPC surface inh	VHR inh abs	MazEF act
CCOc1ccc(OCC(=O)OCn2c(SC)nnc(C)c2=O)cc1	-2	-5	-8	1	-11&-5	3	-0.7	4	16	3
Cc1cccc(CN2C(=O)CSc3ccc(C(=O)NC4CC4)cc32)c1	8	-15	4	4	-11	1	-5.2	-1	15	6
COc1ccc(NC(=O)CC(C)NCCCN2CCCC2=O)cc1 (configuration not stated)	-7	6	2	-6	-11	2	0.4	4	2	4
Cc1cc(NS(=O)(=O)c2ccc(NC(=O)C(C)Oc3ccc(C(C)C)cc3)cc2)no1 (configuration not stated)	-12	-11	17	-7	-9	9	-2.2	-12	38	0
COc1ccc(S(=O)(=O)NCc2ccccc2Cl)cc1OC	4	-6	-10	-1	-4	1	-0.6	-1	10	4
Cc1cc(C)c[n+](C(C)C(=O)c2ccc(Cl)cc2)c1 (configuration not stated)	x	x	-8	7	-8	1	x	5	22	-11
CC1CCc2nc3ccc(S(=O)(=O)N4CCC(C(=O)O)CC4)cc3c(C(=O)O)c2C1 (configuration not stated)	-1	-4	7	-2	-6	-2	-0.3	-2	17	-1
O=C1C2C3C=CC(CC3)C2C(=O)N1/N=C/c1c[nH]c2ccccc12 (configuration not stated)	1	-2	-3	9	x	0	0.2	7	24	3
COCCNC(=O)CCc1c(C)nc2c(c(C)nn2-c2ccc(C)cc2)c1C	7	-14	4	-10	15	-2	2.8	-1	x	0
CC(C)C(=O)N1CCN(c2nc(-c3ccccc3)c3c(c2C#N)CCCC3)CC1	-7	-4	-4	11	-8	4	-0.7	-8	24	-6
CCOC(=O)c1ccc(NC(=O)CN2C(=O)C(C)SC(C)C2=O)cc1 (configuration not stated)	0	1	-7	-9	1&-10&-4	-1	0.2	-5	-2	-2
Cc1ccc(C(=O)NC(=S)NNC(=O)c2ccccc2[N+](=O)[O-])cc1	-1	-11	0	-14	-5	3	-0.4	-1	18	9
O=C(OCN1C(=O)c2ccccc2C1=O)c1cccc(S(=O)(=O)N2CCOCC2)c1	-2	4	-4	-2	-1	0	1.0	1	1	3
CN[C@H]1C[C@H]2c3cc(-c4ccccc4)ccc3CCN2C(=O)[C@H]1[C@H](C)O	-2	-6	11	x	x	x	-0.3	-6	x	5
Cc1cccc(C)c1NC(=O)CNC(=O)C1CCCC1	x	x	8	-4	-6	x	x	-5	x	-5
CCOC(=O)C1=C(C)OC(N)=C(C#N)C1c1ccc(C)s1 (configuration not stated)	0	1	6	1	-2	0	-1.6	10	-4	2
Cc1cccc(N2CCN(C(=O)C3CCN(S(=O)(=O)N4CCOCC4)CC3)CC2C)c1 (configuration not stated)	-5	-6	-8	0	-4	8	-2.1	-2	-7	-2
CS(=O)(=O)Oc1ccc(/C=C2\C(=N)N3N=C(CC(=O)N4CCOCC4)SC3=NC2=O)cc1Cl	1	11	-11	-2	1	-3	-1.2	-3	11	6
CC(=O)Oc1ccc2c(c1)O/C(=C\c1ccncc1)C2=O	8	28	x	0	2	1	-0.7	x	21	-617
N#Cc1c(-c2cccc(Cl)c2)[nH]c(=S)[nH]c1=O	-3	0	15	0	5	10	0.1	3	13	10
O=C(/C=C\c1ccco1)Nc1ccc(N2CCN(C(=O)c3ccccc3)CC2)cc1	2	2	6	-5	5	4	0.9	-8	5	-2
C=Cn1ccnc1P(=S)(c1nccn1C=C)c1nccn1C=C	0	3	-23	-7	-2	1	-0.1	-6	33	-3
COc1ccc(Cl)cc1Nc1cc(C)nc2nc(C)nn12	-6	4	0	1	-5	2	-0.5	-3	23	0
O=C(COc1cccc2ccccc12)N/N=C/c1ccc(Sc2nc3ccccc3s2)o1	-2	-9	-10	-51	x	0	-1.4	-5	26	-16
O=C(N/C(=C/c1ccc(F)cc1)C(=O)N1CCCC1)c1ccccc1	0	-1	8	3	-3	-3	-1.2	3	-10	7
CC1CCC(C(C)C)C(OCC(O)CNC(C)C)C1 (configuration not stated)	-3	0	-8	-3	9	-2	0.2	8	6	6
CS(=O)(=O)/C(C#N)=C/c1cccn1S(=O)(=O)c1ccccc1	9	8	6	10	7	-11	0.9	-5	79	5
CCOc1ccc(C(=O)N2CCN(c3cnn(-c4ccccc4)c(=O)c3Cl)CC2)cc1	1	-5	10	4	-11	0	-0.1	-2	31	-9
Cc1cc(/C=C2\Sc3ccccc3N2C)cc(C)[n+]1CC1CCCO1 (configuration not stated)	15	1	17	x	x	2	42*	-10	18	-41
CN1/C(=C\C=Nc2ccc3ccccc3c2)C(C)(C)c2ccccc21	11	10	x	2	x	-1	2.0	x	11	x
CCN(CC)C(=O)c1cccc(-c2csc(C(O)c3ccc(F)c(OC)c3)n2)c1 (configuration not stated)	-3	-5	6	x	x	x	-0.5	3	x	x
COc1ccccc1CCCNC(=O)C1CCC(=O)N(Cc2ccccc2F)C1 (configuration not stated)	0	2	1	-3	27	5	-1.9	-1	-31	4
Cc1cc(NC(=O)CSc2n[nH]c(-c3ccccc3Br)n2)no1	4	-11	13	-2	-9	x	-0.1	-5	x	2
O=C(/C=C/c1ccc(O)cc1)c1c(O)cc(O)cc1O	-3	-1	1	-10	3	x	0.1	-6	14	11
O=S(=O)(NC1CCN(Cc2ccccc2)CC1)c1ccc(F)c(F)c1	-4	-2	1	x	x	x	0.4	-10	x	8
